Assay outcomes (PubChem)
Keap1 Nrf2 FP: inhibitors of human Keap1-Nrf2 protein-protein interaction | AID 504523 | inhibition, % at 9.4 µM | hit rate 0.15% among 340,000 | Keap1 Kelch-Nrf2 peptide fluorescence polarization, 1536-well; in the data active = inhibition above about 12%;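 note: human Keap1 Kelch domain with fluorescein labeled Nrf2 9mer peptide probe; 0% = neutral control wells and 100% = peptide positive control; higher means more block of Keap1 binding to Nrf2 peptide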
Target sequence (Q14145 whole entry, looked up, the tested form may be a part): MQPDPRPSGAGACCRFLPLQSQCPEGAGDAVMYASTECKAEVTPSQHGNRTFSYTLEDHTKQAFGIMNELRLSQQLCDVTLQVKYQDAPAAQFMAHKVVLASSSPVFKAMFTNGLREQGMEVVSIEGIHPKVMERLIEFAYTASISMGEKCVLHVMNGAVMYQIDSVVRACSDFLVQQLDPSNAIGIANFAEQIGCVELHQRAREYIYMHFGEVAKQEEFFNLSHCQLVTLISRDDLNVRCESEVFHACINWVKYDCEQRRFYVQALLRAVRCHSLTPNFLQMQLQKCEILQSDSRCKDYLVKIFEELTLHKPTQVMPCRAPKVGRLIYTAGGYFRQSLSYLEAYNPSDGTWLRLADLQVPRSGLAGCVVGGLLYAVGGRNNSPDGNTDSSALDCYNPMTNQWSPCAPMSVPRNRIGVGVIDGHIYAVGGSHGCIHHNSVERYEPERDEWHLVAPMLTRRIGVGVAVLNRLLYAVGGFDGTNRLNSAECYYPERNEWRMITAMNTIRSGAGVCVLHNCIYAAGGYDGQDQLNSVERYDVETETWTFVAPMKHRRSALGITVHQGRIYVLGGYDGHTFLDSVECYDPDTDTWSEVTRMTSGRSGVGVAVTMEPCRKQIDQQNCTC
HTR5A inv ag: counter-screen for OPRM1-OPRD1 inverse agonists: human HTR5A inverse agonism | AID 504634 | inhibition, % at 9.3 µM | HTR5A cell line, luminescence | hit rate 0.083% among 340,000; in the data active = inhibition mostly above about 23%, no sharp cut-off; inactive = mostly below about 18%;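 note: 0% = cells with DMSO and 100% = no-cell wells with DMSO; some compounds called inactive have numbers as strong as hits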
Target sequence (P47898 whole entry, looked up): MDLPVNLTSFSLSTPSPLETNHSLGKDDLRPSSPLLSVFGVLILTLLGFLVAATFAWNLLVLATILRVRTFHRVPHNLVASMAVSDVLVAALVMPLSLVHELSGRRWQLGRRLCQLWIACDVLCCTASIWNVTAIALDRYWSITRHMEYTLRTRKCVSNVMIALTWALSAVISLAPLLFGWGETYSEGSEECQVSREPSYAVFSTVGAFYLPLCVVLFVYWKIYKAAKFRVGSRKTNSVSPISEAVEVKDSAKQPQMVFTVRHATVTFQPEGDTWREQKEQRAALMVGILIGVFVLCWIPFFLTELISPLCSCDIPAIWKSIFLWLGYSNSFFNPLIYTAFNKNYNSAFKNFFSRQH
RTF Ca sens act: cardiac RTF calcium sensitization | IANBD-labeled TnC RTF fluorescence at EC20 calcium; 0% EC20 calcium, 100% full calcium | AID 493008 | activation, % at 7.2 µM | hit rate 0.24% among 340,000;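 active = activation above the mean over all tested compounds plus 3 SD, cut at about 30% in these data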;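 note: rise in fluorescence read as greater calcium sensitivity of cardiac thin filaments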
LANA DNA inh: KSHV C-LANA DNA binding inhibition. hit rate 0.078% among 340,000. inhibition, % at 9 µM. MBP-C-LANA/FAM-LBS DNA binding, fluorescence polarization;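 active = highest replicate inhibition at or above 60% at 9 µM, even if other replicates fall short; inactive = all replicates below 60% inhibition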;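 note: 0% = neutral control wells and 100% = 4 µM acridine orange control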
HTR5A ag ctr: activates human HTR5A in OPRM1-OPRD1 agonist counter-screen | hit rate 0.61% among 340,000 | activation, % at 9.3 µM | P47898 | HTR5A agonist assay, luminescence, cell-based; in the data active = activation mostly above about 9.5%, no sharp cut-off; inactive = mostly below about 7.6%;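 note: 0% = cells with vehicle only and 100% = reference agonist; strong numbers were not always called active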
V-ATPase pHluor: regulators of yeast V-ATPase proton transport | AID 504577 | hit rate 0.37% among 350,000 | response, % at 10 µM | S. cerevisiae, pHLuorin cytosolic pH fluorescence; in the data active = response mostly above about 7.3%, no sharp cut-off; inactive = mostly below about 5.4%; note: actives read high; inactives centre near 0; some compounds called inactive have numbers as strong as hits; reference of the scale not given here
CAL-PDZ inh HTS: blocks peptide binding to the human CAL PDZ domain; Q9HD26; purified CAL PDZ, TMR-peptide fluorescence polarization, 1 h; inhibition, % at 24.9 µM; hit rate 0.92% among 300,000;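 active = mean inhibition of at least 30% with at least half of replicates also reaching 30%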;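 note: 0% = DMSO neutral control and 100% = excess unlabeled competitor peptide PRC23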
Cardiac RTF inh: cardiac RTF calcium desensitization. P19429+P45379. IANBD-labeled cardiac RTF, Ca2+ fluorescence. inhibition, % at 7.15 µM. hit rate 0.12% among 340,000. AID 493244;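 active = inhibition above the mean inhibition of all tested compounds plus 3 SD, cut at about 17% in these data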;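 note: assay run at fixed EC70 calcium of 1.6 mM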
OPRM1-OPRD1 inv: inverse agonist of human OPRM1-OPRD1 heterodimerization. inhibition, % at 9.3 µM. P35372+P41143. hit rate 0.21% among 340,000. AID 504357. cell-based MOR-DOR heterodimer luminescence, inverse agonism; in the data active = inhibition above about 22%, passing the limit was not always enough;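 note: 0% = cells with DMSO and 100% = wells without cells with DMSO; values of inactives mirror those of a sister screen read the other way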
MOR-DOR ag: OPRM1-OPRD1 heterodimerization agonism; P35372+P41143; cells, luminescence; activation, % at 9.3 µM; hit rate 0.3% among 340,000; in the data active = activation above about 18%;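 note: 0% = vehicle-treated cells and 100% = reference agonist; values of inactives mirror those of a sister screen read the other way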
Starred values were filed as active, the others as inactive; . = not tested or not shown.

SMILES	Keap1 Nrf2 FP	HTR5A inv ag	RTF Ca sens act	LANA DNA inh	HTR5A ag ctr	V-ATPase pHluor	CAL-PDZ inh HTS	Cardiac RTF inh	OPRM1-OPRD1 inv	MOR-DOR ag
COC(=O)C1=NN(C(=O)c2cccc(Cl)c2)C(O)(C(C)(C)C)C1 (configuration not stated)	-1	1	7	-0.1	0	-1	-2	-9	2	-0.3
CC(=O)NC(=S)Nc1ccccc1N1CCCCC1	-3	-6	0	0.8	2	3	4	-3	-19	2.6
COc1cc(NC(=O)C(Cc2ccccc2)n2cccc2)cc(OC)c1 (configuration not stated)	-4	16	0	-0.6	5	2	-2	-5	4	-0.8
COc1ccc(Cc2nc3ccc(C(=O)NC(C)c4cn(C)nc4C)cc3o2)cc1 (configuration not stated)	-1	19	2	0.2	4	-3	-5	-3	5	-0.9
O=C(CS(=O)(=O)Cc1ccccc1)NCc1ccco1	-6	-19	-1	0.4	7	2	2	-8	-8	1.1
O=C(NCCN1CCN(c2ccccc2F)CC1)c1cccn2c(=O)c3ccccc3nc12	-4	-2	1	-0.7	0	-1	0	-2	15	-2.9
C=CCNC(=S)NN=C1CCCCCCC1	-6	-2	2	-0.2	1	5	-4	-5	5	-1.0
O=C(CN1C(=O)NC(Cc2ccccc2)C1=O)Nc1ccccc1OC(F)F (configuration not stated)	-1	-7	1	1.4	3	-2	-4	12	2	-0.3
Cc1ccc(-n2c(SCc3ccc(C#N)cc3)nnc2-c2ccccn2)cc1	0	-5	7	0.6	2	2	0	-13	8	-1.3
Cc1cnc(NC(=O)c2ccc3c(c2)C(=O)N(Cc2ccco2)C3=O)s1	-1	5	2	0.3	-2	.	-3	1	-5	0.9
O=C(Nc1ccccc1F)Nc1cc(Cl)ccc1-n1cncn1	0	-8	-2	-0.1	2	3	-4	-1	21	-4.0
CC(=O)OCc1c(-c2ccccc2)c2cc([N+](=O)[O-])ccc2n1C	-10	-2	-7	1.4	1	1	3	4	9	-1.9
CCOC(=O)CC(=O)Nc1ccn[nH]1	1	4	-3	-0.3	0	-2	-3	1	12	-2.3
COc1ccc(C2CC(c3ccccc3F)=NN2c2ccc(S(N)(=O)=O)cc2)cc1 (configuration not stated)	-1	0	-1	-0.4	0	2	-3	0	10	-2.0
O=C(Nc1ncnc2sc3c(c12)CCCCC3)c1ccc(F)cc1	-4	-3	-2	-1.1	1	0	-5	-5	-36	7.2
Fc1ccc(NC2=NCCCCC2)cc1	-1	7	3	-1.5	-3	2	-3	3	-2	0.4
COC(=O)c1cccc(C23CC4(C2)[C@H](CN(Cc2cccnc2)[C@@H]4c2ccccc2)C3c2ccccc2)c1 (some centres not stated)	-9	-6	2	-2.0	-2	-8	0	3	-1	0.2
COc1ccc(S(=O)(=O)N2CCOCC2)cc1NC(=O)CSc1nnc2n1CCCCC2	-6	2	-2	0.4	-2	2	.	-2	1	-0.2
COc1ccc(S(=O)(=O)N2Cc3ccccc3CC2C(=O)N2CCOCC2)cc1OC (configuration not stated)	0	-18	14	0.4	6	-1	-2	-6	8	-1.4
Cn1c(NC(=O)CC(C)(C)C)cc(=O)n(C)c1=O	4	-10	2	-0.9	4	1	0	-11	18	-3.1
CCOc1ccccc1N1CCN(Cc2ccc(Br)s2)CC1	1	-4	1	0.5	1	5	1	-4	-29	5.7
Cc1cc(C)n(CCCN2C(=O)c3cccc4cccc(c34)C2=O)n1	1	4	-1	-1.6	4	0	-4	-6	17	-3.4
Cc1ccc(/C([O-])=C(/C(=S)NCc2ccc3c(c2)OCO3)[n+]2ccc(N(C)C)cc2)c(C)c1	0	-14	4	0.5	6	10	.	0	2	-0.4
CCOC(=O)C(C)Oc1ccc2c(C)cc(=O)oc2c1C(C)=O (configuration not stated)	-2	-25	-8	-0.4	0	13	-2	-2	0	0.0
CC1CCCC(C)N1C(=O)COC(=O)CNC(=O)c1ccc(Cl)cc1Cl (configuration not stated)	-6	19	0	0.8	-4	3	-3	2	-4	0.6
O=[N+]([O-])c1ccccc1S(=O)(=O)NCc1ccc(F)cc1	0	.	.	-0.2	.	-2	4	.	.	.
COc1ccc(CNC(=O)/C=C/c2cc([N+](=O)[O-])ccc2OC(F)F)cc1OC	2	-20	1	0.0	3	-2	.	-8	3	-0.6
CSc1ncccc1C(=O)NCCc1ccccc1	-2	-16	1	-0.2	-1	-1	-3	-7	3	-0.5
Cc1ccc(S(=O)(=O)N2CCCCC2C(=O)N2CCN(c3ccccc3F)CC2)cc1 (configuration not stated)	-2	12	-3	0.6	4	-2	-6	-1	8	-1.4
CC(C)CCNc1ncnc2c1cnn2Cc1ccccc1Cl	9	-23	-2	1.8	7	1	4	2	0	-0.1
COn1c(SCc2cccc(Cl)c2)nc2ccccc2c1=O	-4	-30	0	1.0	0	15*	.	-6	6	-1.2
Cc1ccc(SCC(=O)NCCN2C(=O)CSC2=O)c(C)c1	-1	3	8	-1.9	4	0	-9	-25	-11	2.2
COc1ccccc1NC(=O)/C(C#N)=C/c1ccncc1	-6	5	-3	0.2	-2	5	-3	-4	-3	0.6
Fc1cccc(Cl)c1C1Nc2cccc3cccc(c23)N1	-1	-12	2	1.8	3	0	-3	-13	-15	3.2
Cc1ccc(NC(=O)C(C)OC(=O)CCC2CCCCC2)cc1 (configuration not stated)	0	-26	2	1.2	2	-1	-2	-4	-43	8.9
Cc1ccc(C2(COC(=O)C(C)C)CO2)c(OC(=O)C(C)C)c1 (configuration not stated)	-2	-34	12	-0.6	2	5	-4	-4	-12	2.3

Sorted by formula weight (ascending): part of the list above.
SMILES	Keap1 Nrf2 FP	HTR5A inv ag	RTF Ca sens act	LANA DNA inh	HTR5A ag ctr	V-ATPase pHluor	CAL-PDZ inh HTS	Cardiac RTF inh	OPRM1-OPRD1 inv	MOR-DOR ag
CSc1ncccc1C(=O)NCCc1ccccc1	-2	-16	1	-0.2	-1	-1	-3	-7	3	-0.5
COc1ccccc1NC(=O)/C(C#N)=C/c1ccncc1	-6	5	-3	0.2	-2	5	-3	-4	-3	0.6
Cc1ccc(NC(=O)C(C)OC(=O)CCC2CCCCC2)cc1 (configuration not stated)	0	-26	2	1.2	2	-1	-2	-4	-43	8.9
CCOC(=O)C(C)Oc1ccc2c(C)cc(=O)oc2c1C(C)=O (configuration not stated)	-2	-25	-8	-0.4	0	13	-2	-2	0	0.0
Cc1ccc(C2(COC(=O)C(C)C)CO2)c(OC(=O)C(C)C)c1 (configuration not stated)	-2	-34	12	-0.6	2	5	-4	-4	-12	2.3
CC(C)CCNc1ncnc2c1cnn2Cc1ccccc1Cl	9	-23	-2	1.8	7	1	4	2	0	-0.1
COn1c(SCc2cccc(Cl)c2)nc2ccccc2c1=O	-4	-30	0	1.0	0	15*	.	-6	6	-1.2
Cc1ccc(SCC(=O)NCCN2C(=O)CSC2=O)c(C)c1	-1	3	8	-1.9	4	0	-9	-25	-11	2.2
CC1CCCC(C)N1C(=O)COC(=O)CNC(=O)c1ccc(Cl)cc1Cl (configuration not stated)	-6	19	0	0.8	-4	3	-3	2	-4	0.6
Cc1ccc(S(=O)(=O)N2CCCCC2C(=O)N2CCN(c3ccccc3F)CC2)cc1 (configuration not stated)	-2	12	-3	0.6	4	-2	-6	-1	8	-1.4

Later entries.
SMILES	Keap1 Nrf2 FP	HTR5A inv ag	RTF Ca sens act	LANA DNA inh	HTR5A ag ctr	V-ATPase pHluor	CAL-PDZ inh HTS	Cardiac RTF inh	OPRM1-OPRD1 inv	MOR-DOR ag
CCOC(=O)C1CCN(S(=O)(=O)c2c(C)[nH]c(C)c2C(=O)N2CCCC2)CC1	-5	-13	1	0.5	3	1	-2	-1	15	-2.7
COc1ccc2oc(C(=O)NC(C)c3ccccn3)c(C)c2c1 (configuration not stated)	-4	-4	0	3.2	1	-2	.	4	11	-2.2
CCCn1c(N)c(N(CCOC)C(=O)CSc2c(Cl)cccc2Cl)c(=O)[nH]c1=O	-3	-14	-8	-1.0	4	2	-4	-4	4	-1.1
CNC(=O)NC(=O)C(OC(=O)Cc1cccc(C(F)(F)F)c1)c1ccccc1 (configuration not stated)	-3	-39	-6	-0.3	13	-1	-3	-7	-18	2.3
COc1ccc(N2CCN(C(=O)c3ccc(CNS(=O)(=O)c4cc(C)ccc4C)cc3)CC2)cc1	-3	14	-1	1.8	2	0	-1	4	15	-4.4
O=C(CCN1C(=O)C2C3C=CC(C3)C2C1=O)N1CC(=O)N(CCc2ccccc2)C(=O)C1 (configuration not stated)	-10	10	-1	2.2	-4	3	-4	-4	14	-3.5
CNC(=O)CN(c1cccc2ccccc12)S(C)(=O)=O	-5	6	3	0.4	-4	-4	-1	-14	6	-1.1
Cc1ccccc1OCC(=O)Nc1ccccc1-c1ccccc1NC(=O)COc1ccccc1C	2	8	1	1.2	-3	0	0	-6	-3	0.7
CCNC(=O)Nn1c(C)nnc1C	3	-8	4	-1.5	3	3	-1	-5	5	-1.0
CN(CC(=O)Nc1ccccc1C(F)(F)F)C(=O)Cc1ccccc1F	1	-27	0	1.1	2	1	.	-21	-4	0.5
COc1ccc(C=O)cc1Cn1cnc2c(cnn2C)c1=O	1	1	-5	0.5	0	1	-6	-3	17	-3.2
CC(OC(=O)[C@@H](NC(=O)c1ccco1)C(C)C)C(=O)Nc1ncc(Cl)cc1Cl (some centres not stated)	-3	5	1	0.8	-2	3	-3	0	7	-1.7
S=c1[nH]nc([C@@H]2C[C@H]2c2ccccc2)n1-c1ccccc1	0	31	-4	1.5	-4	2	10	-2	3	-0.7
Cc1noc(C)c1C(=O)OCC(=O)NC(=O)NC12CC3CC(CC(C3)C1)C2	-7	-5	10	-0.6	2	6	0	6	3	-0.5
O=c1cc(CN2CCOCC2)c2ccc(O)c(O)c2o1	-3	3	0	22	-1	1	-3	-9	10	-2.0
CSCCC(NC(=O)COc1ccccc1)C(=O)N1CCC(C(N)=O)CC1 (configuration not stated)	0	2	-1	1.6	-1	-1	-4	-6	3	-0.7
COc1ccc2c(c1)SC1=NCCS(=O)(=O)N12	5	32	0	0.5	5	0	-1	0	3	-0.6
Cc1ccc(C(OCC(O)CNC(C)c2ccccc2)c2ccccc2)cc1 (configuration not stated)	-5	2	4	-1.3	-4	-2	-3	-6	-39	8.0
CCCn1c(C)cc(/C=C(\C#N)C(=O)O)c1C	0	4	0	-1.0	-2	1	-7	8	11	-1.6
CC(C)(C)c1ccc(C(=O)Nc2ccc(CN3CCS(=O)(=O)CC3)cc2)cc1	-1	12	7	-0.4	2	0	-4	-1	-4	0.8
COc1cc(C2C(C(=O)/C=C/c3ccccc3)=C(O)C(=O)N2c2ccccn2)ccc1O (configuration not stated)	2	-4	-2	0.1	1	1	0	-2	16	-3.4
Cc1cc(C)c2nc3nc(C)c(C)cc3c(N)c2c1	-1	15	5	-11	-2	-60	-6	0	12	-2.4
Cc1occc1C(=O)NNC(=O)c1ccccc1C(=O)O	-4	.	.	-1.5	.	0	1	.	.	.
COc1ccc(-c2c(C(=O)O)c(-c3ccccc3)cn2C)cc1	2	-2	-4	1.4	13	0	-3	-21	5	-0.9

A few values from above:
O=[N+]([O-])c1ccccc1S(=O)(=O)NCc1ccc(F)cc1 | LANA DNA inh = -0.2
COc1ccc(C2CC(c3ccccc3F)=NN2c2ccc(S(N)(=O)=O)cc2)cc1 (configuration not stated) | V-ATPase pHluor = 2
